Screens deposited in PubChem BioAssay by several laboratories.
FBA Mtb inh: Mtb FBA enzyme inhibitors, primary screen, biochemical, fluorescence, strain H37Rv; Fructose-bisphosphate aldolase (Mycobacterium tuberculosis (strain ATCC 25618 / H37Rv)), …; purified M. tuberculosis FBA, fluorescence read-out; inhibition, % at 1 µM; hit rate 2.3% among 360,000; AID 588726, 2011; in the data active = inhibition above about 27%;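 also: 0% = vehicle and 100% = reference inhibitor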
Target sequence (P9WQA3 whole entry, looked up): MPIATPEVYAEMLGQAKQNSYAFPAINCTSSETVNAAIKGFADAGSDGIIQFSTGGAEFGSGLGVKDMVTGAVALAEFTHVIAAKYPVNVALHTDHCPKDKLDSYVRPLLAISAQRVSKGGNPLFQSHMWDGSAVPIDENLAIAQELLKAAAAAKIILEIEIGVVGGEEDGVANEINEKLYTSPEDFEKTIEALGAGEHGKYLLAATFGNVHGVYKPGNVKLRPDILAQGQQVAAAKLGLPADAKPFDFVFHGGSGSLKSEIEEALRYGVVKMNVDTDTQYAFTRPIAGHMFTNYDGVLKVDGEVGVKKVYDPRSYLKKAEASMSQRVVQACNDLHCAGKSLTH
Mtb BioA inh: M. tuberculosis BioA enzyme inhibitors, primary screen, biochemical, plate reader, single point, HTS; 7,8-diaminopelargonic acid synthase BioA (Mycobacterium tuberculosis); purified M. tuberculosis BioA enzyme; inhibition, % at 9.99 µM; hit rate 0.096% among 360,000; AID 602481, 2012; in the data active = inhibition above about 40%
Numbers without * were called inactive; & = joins results of further samples. This is a subset; the hit share may differ from the screen's.

Molecule | FBA Mtb inh | Mtb BioA inh
C(=C\c1ccccc1)/CN1CCN(C(c2nnnn2Cc2ccccc2)C2CC2)CC1 (configuration not stated) | 2.0 | 4.2
CN1CCN([C@H]2CS(=O)(=O)N[C@@H]2COCc2ccccc2)CC1 | -1.9 | 0.2
CN1OC[C@@H]2CN(Cc3ccc(Cl)cc3)[C@H](c3ccc(N4CCCCC4)cc3)C[C@@H]21 | 0.4 | -1.8
Fc1ccc(-c2nc3ccc(Br)cn3c2Cc2cccc(Cl)c2)cc1 | -3.2 | -1.0
Cc1cn([C@H]2C[C@H](O)[C@@H](/C=C/C(=O)NCCc3ccc4ccccc4c3)O2)c(=O)[nH]c1=O | -0.6 | 0.0
Cc1ccc2nc(C3CCCCC3)c(Cc3ccccc3)n2c1 | 28.5* | 6.1
CNC(=O)OCc1snc(-c2ccccc2)c1COC(=O)NC | -1.0 | 1.5
N#Cc1ccc(Nc2nc(-c3ccccc3)cs2)cc1 | -1.2 | -1.0
COc1ccc(-n2nnnc2C(c2cccs2)N2CCC3(CC2)C(=O)NCN3c2ccccc2)cc1 (configuration not stated) | -0.5 | -4.1
CC1(C(=O)Nc2ccc3ccccc3c2)CCC(=O)N1C1CCN(Cc2ccccc2)CC1 (configuration not stated) | 3.7 | 1.8
Cc1ccc2nc(-c3ccccn3)c(N)n2c1 | 2.4 | 2.6
COc1ccc(-n2nnnc2C(c2ccccc2)N2CCN(C/C=C/c3ccccc3)CC2)cc1 (configuration not stated) | -0.2 | -2.7
CCCCN(C)C(=O)c1[nH]c(C(F)(F)F)nc1-c1ccccc1 | 0.5 | -4.0
Cn1ccc2c(N3CCOCC3)cc3c(c21)C1CCC3C1 (configuration not stated) | 2.6 | 2.5
CCCc1nc2c(C)cc(Br)cn2c1Cc1ccccc1 | -0.3 | -1.5
O=C(NC1CCCCC1)N1Cc2cc(N3CCCCC3)ccc2-n2nncc2C1 | 2.2 | -4.5
CC1=C(C(=O)N(C(C)C)C(C)C)CC(CC(=O)NCc2cccs2)C(=O)N1Cc1ccc(C(C)(C)C)cc1 (configuration not stated) | -0.9 | -1.8
Cc1cccc(C)c1-n1nnnc1C(c1cccc2ccccc12)N1CCC(n2c(=O)[nH]c3ccccc32)CC1 (configuration not stated) | -2.4 | -4.8
CC[C@@H](NC(=O)[C@H](Cc1ccccc1)NC(=O)CC[C@H]1O[C@@H](n2ccc(=O)[nH]c2=O)[C@H](O)[C@@H]1O)c1ccccc1 | 1.5 | -4.9
CCC(c1nnnn1C1CCCC1)N1CCC2(CC1)C(=O)NCN2c1ccccc1 (configuration not stated) | -1.2 | -0.3
COc1ccc(Cc2c(-c3ccc(C)cc3)nc3c(C)cc(Br)cn23)c(C)c1 | -1.1 | 0.2
Cn1c(=O)n(C)c2cc(CNC(=O)[C@H]3O[C@@H](n4ccc(=O)[nH]c4=O)[C@H](O)[C@@H]3O)ccc21 | -2.5 | -0.7
CC(C)n1c(=O)c2ccccc2n1Cc1cn(C2CCCC2)nn1 | 101.0* | 0.0
Clc1cccc(Cc2c(-c3ccccc3)nc3ccc(Br)cn23)c1 | 2.8 | 4.4
CCOC(=O)C1=CCN(S(=O)(=O)c2ccccc2Cl)C1c1cccc(Br)c1 (configuration not stated) | -1.6 | -1.9

New compounds follow
Molecule | FBA Mtb inh | Mtb BioA inh
COCCN(CCOC)Cc1cc(=O)oc2cc(C)cc(C)c12 | 1.2 | 3.5
CCOC1=C2CN(S(=O)(=O)c3ccc(C)cc3)[C@H](c3ccccc3)C[C@@H]2N(S(=O)(=O)c2ccc(C)cc2)[C@H](c2cccc(C)c2)C1 | 1.5 | -0.9
CC1=C(C(=O)N(C(C)C)C(C)C)CC(CC(=O)NC2CCCCC2)C(=O)N1Cc1ccc(C(C)(C)C)cc1 (configuration not stated) | -0.1 | -1.7
CN(Cc1ccco1)C(=O)[C@H](Cc1ccccc1)NC(=O)CC[C@H]1O[C@@H](n2ccc(=O)[nH]c2=O)[C@H](O)[C@@H]1O | 1.4 | 5.9
COc1ccc(C#Cc2cccc(-c3nc(C(=O)NCCCN4CCOCC4)cc4c3[C@H](CCO)N(S(=O)C(C)(C)C)C4)c2)cc1OC (some centres not stated) | -0.6 | 0.9
Cc1ccc(S(=O)(=O)N2[C@H](c3ccccc3)CC(=O)[C@@H]3CN(S(=O)(=O)c4ccccc4C)[C@H](c4ccccc4)C[C@@H]32)cc1 | 3.5 | 0.4
CN(CCc1ccccc1)c1cc2c(c3c1ccn3C)C1CCC2C1 (configuration not stated) | -3.2 | 1.0
CCOC(=O)C1=C[C@@H](C(C)C)N(S(=O)(=O)c2ccc(C)cc2)[C@H]1c1ccc(C(C)C)cc1 | -3.6 | -2.8
Nc1nc2c(ncn2[C@@H]2O[C@H](CNC(=O)[C@H](N)Cc3ccccc3)[C@@H](O)[C@H]2O)c(=O)[nH]1 | 3.1 | -0.2
CCOC(=O)C1=CCN(S(=O)(=O)c2ccc(C)cc2)C1c1ccccc1 (configuration not stated) | -1.6 | -1.7
COc1ccc2c(c1)nc(-c1cccc(Br)c1)c(=O)n2C(c1ccccn1)c1nc2ccccc2[nH]1 (configuration not stated) | 52.8* | 0.3
CC1C(=O)N(Cc2cn(Cc3ccco3)nn2)CCS(=O)(=O)N1Cc1ccc(-c2ccccc2C(F)(F)F)cc1 (configuration not stated) | -1.1 | -2.6
O=C(NCC(O)c1nc2ccccc2[nH]1)c1cc([N+](=O)[O-])ccc1F (configuration not stated) | -0.8 | -2.3
O=C1C[C@@H]2C(=O)N(c3ccccc3)C(=O)[C@@H]2[C@@H]2CN(S(=O)(=O)c3ccccc3)[C@@H](c3ccccc3)[C@H]12 | 3.2 | 2.9
Nc1ccn([C@@H]2O[C@H](C(=O)N[C@H]3c4ccccc4C[C@H]3O)[C@@H](O)[C@H]2O)c(=O)n1 | 0.8 | 0.6
CCCCN(CCCC)Cc1cc(=O)oc2cc(OC)c(Cl)cc12 | 8.9 | 0.2
CCOC1=C2[C@@H](CN(S(=O)(=O)c3ccc(C)cc3)[C@H]2c2ccccc2)[C@H]2C(=O)N(Cc3ccccc3)C(=O)[C@H]2C1 | 3.4 | -2.8
Brc1ccc2nc(C3CCCCC3)c(CC3CCCCC3)n2c1 | -4.6 | -1.0
CCOC(=O)C1=CC[C@@H](c2ccccc2C(F)(F)F)N(S(=O)(=O)c2ccc(C)cc2)[C@H]1c1ccc(C#N)cc1 | 0.2 | -5.8
COc1ccc(Cc2c(-c3cccc(Br)c3)nc3ccc(Br)cn23)c(C)c1 | 1.9 | 0.1
N#CCCN(Cc1ccccc1)C(C(=O)NC1CCCCC1)C1CC1 (configuration not stated) | 1.1 | 1.3
CCCCCCCCC(c1nc2ccccc2[nH]1)N1CCN=C1c1cc2ccccc2[nH]1 (configuration not stated) | 4.1 | -2.9
COCCCN1C(=O)C(CC(=O)NCC2CCCCC2)CC(C(=O)N(C(C)C)C(C)C)=C1C (configuration not stated) | 0.2 | -1.5
O=c1c2ccccc2nc2n1CCc1ccc(Br)cc1-2 | 0.5 | -3.2
COC(=O)c1ccc2nc(-c3ccc(C)cc3)c(Cc3ccccc3OC)n2c1 | 3.1 | 0.9

Further entries follow:
Each structure is followed by: FBA Mtb inh | Mtb BioA inh
Cc1ccc(S(=O)(=O)N2C[C@H]3C(=O)C[C@@H](c4ccccc4F)N(S(=O)(=O)c4ccc(C)cc4)[C@H]3C[C@H]2c2ccccc2F)cc1
→ 0.4 | -5.5
Cc1ccc([C@@H]2CC(=O)[C@@H]3CN(S(=O)(=O)c4ccc(C)cc4)[C@H](c4ccccc4F)C[C@@H]3N2S(=O)(=O)c2ccc(C)cc2)cc1
→ 0.0 | -3.9
CCOc1ccc(CCN2C(=S)N([C@@H](CC(C)C)CN3CCC[C@@H]3CN3C(=S)NC[C@@H]3CC(C)C)C[C@@H]2CC(C)C)cc1
→ -3.3 | -0.5
Cc1ccc(Cc2c(-c3ccc(Cl)cc3)nc3cc(C)c(Br)c(C)n23)cc1
→ 1.9 | 0.8
O=c1cc(CN(Cc2ccccc2)Cc2ccccc2)c2ccccc2o1
→ 2.1 | -2.3
N#Cc1ccc(-c2nc3ccc(Cl)cn3c2Cc2ccsc2)cc1
→ 3.9 | -0.2
O=C(c1[nH]c(C(F)(F)F)nc1-c1ccccc1)N1CCN(C/C=C/c2ccccc2)CC1
→ -1.7 | 0.1
O=C1NCN(c2ccccc2)C12CCN(C(c1ccccc1)c1nnnn1-c1ccc3c(c1)OCCO3)CC2 (configuration not stated)
→ 0.7 | 0.2
CC(=O)N1C[C@@H](CO)[C@@H](N(C)C(=O)c2ccco2)C[C@H]1c1ccccc1
→ 0.2 | -1.6
O=S(=O)(c1ccc(Cl)cc1)N1Cc2cc(Br)ccc2-n2nncc2C1
→ 0.0 | -0.2

Sorted by heavy-atom count (highest first): three of the compounds above.
Each structure is followed by: FBA Mtb inh | Mtb BioA inh
CCOc1ccc(CCN2C(=S)N([C@@H](CC(C)C)CN3CCC[C@@H]3CN3C(=S)NC[C@@H]3CC(C)C)C[C@@H]2CC(C)C)cc1
→ -3.3 | -0.5
O=c1cc(CN(Cc2ccccc2)Cc2ccccc2)c2ccccc2o1
→ 2.1 | -2.3
O=S(=O)(c1ccc(Cl)cc1)N1Cc2cc(Br)ccc2-n2nncc2C1
→ 0.0 | -0.2

Of the compounds above, 3 have a furan ring, fused or not:
Each structure is followed by: FBA Mtb inh | Mtb BioA inh
CN(Cc1ccco1)C(=O)[C@H](Cc1ccccc1)NC(=O)CC[C@H]1O[C@@H](n2ccc(=O)[nH]c2=O)[C@H](O)[C@@H]1O
→ 1.4 | 5.9
CC1C(=O)N(Cc2cn(Cc3ccco3)nn2)CCS(=O)(=O)N1Cc1ccc(-c2ccccc2C(F)(F)F)cc1 (configuration not stated)
→ -1.1 | -2.6
CC(=O)N1C[C@@H](CO)[C@@H](N(C)C(=O)c2ccco2)C[C@H]1c1ccccc1
→ 0.2 | -1.6

Following part:
Each structure is followed by: FBA Mtb inh | Mtb BioA inh
Cc1ccc(S(=O)(=O)Nc2ccc3c(c2)C(=O)N([C@@H](C)CO)C[C@@H](C)[C@@H](CN(C)C(=O)NC(C)C)OCCCC[C@H](C)O3)cc1
→ -0.6 | -0.2&1.4
COc1ccc(-c2[nH][nH]c(=O)c2NC(=O)c2ccccc2Br)cc1
→ 1.4 | -0.7
CCOC(=O)C1=CCC(c2ccccc2)N(S(=O)(=O)c2ccccc2[N+](=O)[O-])C1 (configuration not stated)
→ -1.0 | 5.2
COc1ccccc1-c1cc2c(c3c1ccn3C)C1CCC2O1 (configuration not stated)
→ 72.8* | 0.6
Cc1ccc(Cc2c(-c3ccc(Cl)cc3)nc3c(C)cc(Br)cn23)cc1
→ 1.2 | 0.6
Cc1cccc(CN2CCN(C3CN(Cc4cn(Cc5ccccc5F)nn4)S(=O)(=O)C3)CC2)c1 (configuration not stated)
→ 0.2 | 0.1
O=C(Nc1ccc2c(c1)OCCO2)C(c1cc2ccccc2o1)N1CCN(C/C=C/c2ccccc2)CC1 (configuration not stated)
→ -4.9 | -4.1
COc1ccc(C(c2nnnn2C2CCCCC2)N2CCN(C/C=C/c3ccccc3)CC2)cc1 (configuration not stated)
→ -1.5 | 2.7
CC1=C(C(=O)N(C(C)C)C(C)C)CC(CC(=O)NCc2ccco2)C(=O)N1Cc1ccc(F)cc1 (configuration not stated)
→ -0.8 | -2.3
COC(=O)c1ccc2nc(-c3ccc(OC)c(OC)c3)c(Cc3ccsc3)n2c1
→ 3.1 | 2.9

Going on with the list:
Each structure is followed by: FBA Mtb inh | Mtb BioA inh
Fc1cccc(Cc2c(-c3cccc(Cl)c3)nc3ccc(Br)cn23)c1
→ -1.8 | 2.3
CCOC(=O)C1=CCN(S(=O)(=O)c2ccccc2Br)C1c1ccc(C)cc1 (configuration not stated)
→ -2.8 | -0.7
CC(C)(C)c1ccc(Nc2n[nH]c3ccccc23)cc1
→ 12.4 | -1.0
CCCCC1CC2=C(C(=O)OC(C)(C)O2)C(c2ccc(F)cc2)O1 (configuration not stated)
→ -1.4 | 0.1
Cn1ccc2c(-c3ccc(C(C)(C)C)cc3)cc3c(c21)C1CCC3O1 (configuration not stated)
→ 11.4 | -2.2
CC(=O)Nc1cccc(-c2cc3c(c4c2ccn4C)C2CCC3O2)c1 (configuration not stated)
→ 161.0* | 3.6
CCCCn1nnnc1C(c1ccccc1)N1CCN(C/C=C/c2ccccc2)CC1 (configuration not stated)
→ 0.4 | 0.2
CCN(CC)C(=O)c1ncn2c1C(=O)N(C)CC2
→ 0.9 | -0.3
CCOC1=C2CN(S(=O)(=O)c3ccc(C)cc3)[C@@H](c3cccs3)C[C@H]2[C@H]2C(=O)N(c3ccccc3)C(=O)[C@H]2C1
→ 1.0 | -3.0
O=C(Nc1c(-c2ccc(Cl)cc2)[nH][nH]c1=O)c1ccccn1
→ -0.6 | -0.3
Cc1ccc([C@@H]2C[C@H]3[C@@H](CN2S(=O)(=O)c2ccc(C)cc2)C(=O)C[C@@H](c2ccccc2F)N3S(=O)(=O)c2ccc(C)cc2)cc1
→ -0.1 | -0.3
CCCCCCN1CCN(C2CN(Cc3ccc(F)cc3)S(=O)(=O)C2)CC1 (configuration not stated)
→ 2.7 | 0.1

Whole records from above.
CCCCC1CC2=C(C(=O)OC(C)(C)O2)C(c2ccc(F)cc2)O1 (configuration not stated) as listed: FBA Mtb inh = -1.4; Mtb BioA inh = 0.1
O=C(Nc1c(-c2ccc(Cl)cc2)[nH][nH]c1=O)c1ccccn1 as listed: FBA Mtb inh = -0.6; Mtb BioA inh = -0.3
Fc1cccc(Cc2c(-c3cccc(Cl)c3)nc3ccc(Br)cn23)c1 as listed: FBA Mtb inh = -1.8; Mtb BioA inh = 2.3
